Assay outcomes from PubChem.
Polio RdRp inh – poliovirus RNA polymerase inhibition; % elongation, % (compound at 16.7 µg/mL); AID 588519; poliovirus polymerase elongation, fluorescence polarization; stronger effect = lower value; 150,000 tested, 0.66% active; P03300; in the data active = % elongation below about 90%; also: some results filed as inactive read as strong as hits
Target sequence (P03300 1749-2209 limits assumed): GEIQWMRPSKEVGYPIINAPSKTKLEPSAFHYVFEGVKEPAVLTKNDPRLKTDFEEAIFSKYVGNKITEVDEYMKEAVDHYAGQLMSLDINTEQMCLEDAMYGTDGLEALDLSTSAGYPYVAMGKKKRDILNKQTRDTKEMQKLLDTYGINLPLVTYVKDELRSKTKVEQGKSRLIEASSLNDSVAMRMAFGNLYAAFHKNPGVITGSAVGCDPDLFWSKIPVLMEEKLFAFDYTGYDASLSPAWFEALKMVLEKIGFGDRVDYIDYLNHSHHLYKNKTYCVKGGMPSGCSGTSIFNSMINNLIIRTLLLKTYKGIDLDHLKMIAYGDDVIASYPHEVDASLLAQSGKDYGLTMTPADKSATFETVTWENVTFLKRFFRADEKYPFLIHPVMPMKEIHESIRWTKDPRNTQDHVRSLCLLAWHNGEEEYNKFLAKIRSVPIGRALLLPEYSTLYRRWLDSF
Polio RdRp inh FP z-score – further read-out of Polio RdRp inh, marked with its call; z-score; measured here: FP z-score; hits read low
* = called active by the depositor; & = joins results of further samples.

entry	smiles	Polio RdRp inh	Polio RdRp inh FP z-score
1	CC(C)c1ccccc1NC(=O)CN1C(=O)c2cccc3cccc1c23	102	-0.3
2	Cc1ccc(S(=O)(=O)N2CCC[C@H]2C(=O)OCC(=O)N2c3ccccc3NC(=O)C2(C)C)cc1	102	0
3	O=C(NCC(c1cccs1)S(=O)(=O)c1cccs1)c1c(F)cccc1F (stereo not given)	109	0.3
4	O=C(NCCCO)Nc1ccc2nc(-c3ccco3)c(-c3ccco3)nc2c1	67	-10
5	NC(=O)NC(=O)C[n+]1ccc(/C=N/O)cc1	106	0.9
6	CCOC(=O)C1CCN(c2nc3ccccc3nc2C(C#N)C(=O)NCCc2ccc(OC)c(OC)c2)CC1 (stereo not given)	98	-0.5
7	CC1=NN(c2ccccc2)C(=O)C1(C)N (stereo not given)	105	1.3
8	CCOC(=O)C1CC(O)CN1 (stereo not given)	101	-0.2
9	C=CCN(CC=C)C(=O)c1ccc(C)s1	101	0.2
10	Cc1cn2c3ccccc3nc2n1CCCO	96	-0.9
11	NNC(=O)c1ccc(CSc2n[nH]c(=O)[nH]c2=O)cc1	102	0
12	Cc1nc(N2C(=O)c3oc4ccccc4c(=O)c3C2c2cccc(OCCC(C)C)c2)sc1C (stereo not given)	99	-1
13	Cc1cc(C)c2oc(-c3cccc(NC(=O)COc4ccccc4Cl)c3C)nc2c1	109	1.1
14	Cc1onc(-c2ccccc2)c1C(=O)NCCSCc1ccco1	103	0
15	COc1ccc(C(=O)Nc2cc(C(F)(F)F)ccc2N2CCN(c3ccccc3)CC2)cc1OC	102	-0.3
16	Cc1nc2ccccn2c1-c1ccnc(SCC(=O)c2ccc(Cl)cc2)n1	105	0.3
17	CN(C)CCN1CC(C(=O)O)CC1=O (stereo not given)	103	0.4
18	CCn1ccc(C(=O)Nc2sc(C(=O)OC)c(C)c2C(=O)OC)n1	102	0
19	CCN1CCN(C(=O)C2=CC(c3ccc(OC)cc3)=NS(=O)(=O)N2C)CC1	105	0.7
20	Cc1ccc(NCc2ccc(O)c3ncccc23)cc1	133	3.3
21	COC(=O)NC(=S)Nc1ccc(Oc2ccc(Cl)cc2Cl)cc1	104	0.6
22	O=C(Nc1ccccc1)c1ccccc1SCC(=O)N1CCCC1	101	0
23	O=c1[nH]nc(SCc2ccccc2)c(=S)[nH]1	107	0.4
24	Cc1ccc(C)c(N2CCN(C(=O)c3ccc4c(c3)c(C)c(C)n4C)CC2)c1	112	1.2

Profiles, looked up by structure:
`O=C(NCCCO)Nc1ccc2nc(-c3ccco3)c(-c3ccco3)nc2c1` is listed as Polio RdRp inh: 67; Polio RdRp inh FP z-score: -10
`Cc1nc2ccccn2c1-c1ccnc(SCC(=O)c2ccc(Cl)cc2)n1` is listed as Polio RdRp inh: 105; Polio RdRp inh FP z-score: 0.3

Further entries
entry	smiles	Polio RdRp inh	Polio RdRp inh FP z-score
25	CCn1cc(C(=O)O)c(=O)c2cc(F)c(N3CCNCC3)cc21	100&98	-0.1&-0.6
26	CCn1c(SCc2ccc(Br)cc2)nnc1-c1ccncc1	101	-0.3
27	CCN1C(=O)c2ccccc2S(=O)(=O)c2ccc(C(=O)NCCCN3CCCCCC3)cc21	101	0.1
28	O=C([O-])C[n+]1cn(CC(=O)O)c2ccccc21	99	-0.2
29	N#CC(C#N)=C(C#N)c1cc2c([nH]1)CCCC2	110	1.7
30	CNC(=O)COC(=O)c1ccc(NC(=O)CC#N)cc1	106	0.3
31	C#CCSc1nc(C(OC)OC)cc(=O)[nH]1	103	0.4
32	Cc1ccc(C)c(N2CCN(C(=O)C3CCCN(Cc4nc(-c5cccc(Cl)c5)oc4C)C3)CC2)c1 (stereo not given)	109	0.5
33	CC1CN(c2ccc(NC(=S)NN)cc2)CC(C)O1 (stereo not given)	107	0.7
34	O=C(CC1(O)OC(c2ccc(Cl)cc2)=CC1=O)c1ccc(Cl)cc1 (stereo not given)	117	1.3
35	O=C(CN1CCN(c2ccccc2)CC1)NC(=O)Nc1ccc2c(c1)OCCO2	107	0.3
36	CCOC(=O)c1c(C)oc2nc(C)nc(NCCCN3CCN(c4ccc(F)cc4)CC3)c12	96	-1.6
37	Cc1sc2ncnc(Oc3ccc(Cl)cc3Cl)c2c1C	102	0.1
38	CCNc1nc(NC(C)C)nc(OCCNC(=O)Nc2ccc(Cl)cc2)n1	103	0.7
39	COc1ccc(N2CC(NC(=O)N3CCCC3)CC2=O)cc1 (stereo not given)	102	0.1
40	CC(C)CN(CCNC(=O)c1cc(-c2cccs2)nc2ccccc12)CC(C)C	104	-0.4
41	Cc1ccc(/C=N/N(C)S(=O)(=O)c2ccc(C)cc2)cc1	101	-0.1
42	COc1ccc(-c2nnc(SCC#N)o2)cc1	102	-0.2
43	CN(C(=O)CSc1nc2ccc(NC(=O)CCc3ccccc3)cc2s1)c1ccccc1	110	0.8
44	CCN(CC)S(=O)(=O)c1nnc(NC(=O)COc2ccccc2Cl)s1	105	-0.9
45	NC1CCC(c2ccccc2)CC1 (stereo not given)	101	-0.4
46	Cc1ccc(CNC(=O)c2ccc(CS(=O)(=O)c3ccccc3C)o2)cc1	102	-0.5
47	O=C(NNc1ccccc1C(F)(F)F)C1CCCC1	99	-0.4
48	Cc1ccc(-c2csc3ncn(Cc4cc(=O)n5ccsc5n4)c(=O)c23)s1	103	0
49	COc1cc2c(cc1OC)CN(C(C)C(=O)NC(C)(C#N)C(C)C)CC2 (stereo not given)	104	0.1
50	Cc1cc(C)c(NC(=O)CSc2nncn3c2cc2occc23)c(C)c1	98	-1.9
51	Cc1ccc(S(=O)(=O)N2CCN(C(=O)CN3CCOCC3)C2C(C)C)cc1 (stereo not given)	99	-0.8
52	CC(C)(C)c1ccc(CNC(=O)C2CCCN2C(=O)Nc2ccccc2)cc1 (stereo not given)	108	0.6
53	O=C(c1ccc(Br)cc1)N(c1ccccn1)C1CCCCC1	102	-0.2
54	O=C(Nc1nc2c(s1)CCCC2)c1ccncc1	101	-0.3
55	Cc1cc(Cl)ccc1OC(=O)c1sccc1C	101	-0.2
56	CCCCCn1c(Sc2nc3ccccc3c(C)c2C#N)n[nH]c1=O	102	-0.6
57	CCN(/C=N/c1sc2c(c1C#N)CCCCC2)CC	104	0.4
58	CC(C)N1C(=O)C(O)(CC(=O)c2ccccc2O)c2ccccc21 (stereo not given)	108	0.8
59	CCOc1ccc(N2C(=O)CC(Sc3nc(O)c(CC)c(=O)[nH]3)C2=O)cc1 (stereo not given)	103	0.9
60	CC(C)C(=O)NCc1n[nH]c(=O)c2ccccc12	104	0.2
61	O=C(OCC1CCCN2CCCCC12)C1CCNCC1 (stereo not given)	105	0.2
62	CC1CCCCN1CCCNC(=O)c1[nH]c2ccccc2c1Sc1ccc(Cl)cc1 (stereo not given)	117	2.1
63	CCOC(=O)c1sc2ncn(CC(=O)Nc3ccc(F)cc3F)c(=O)c2c1C	102	-0.3
64	Cc1ccc(NC(=O)CCn2c(=O)c3cccn3c3ccccc32)c(Cl)c1	101	-0.9
65	CCC(=O)NC(C)C(c1cccs1)N1CCOCC1 (stereo not given)	105	1.3
66	O=C(Cc1c[nH]c2ccccc12)OCCOc1ccccc1	104	0.2
67	COc1cc(NC(=O)C2CCN(c3cnccn3)CC2)cc(OC)c1	108	0.6
68	CCCCNc1nc2c(c(=O)n(Cc3ccccc3)c(=O)n2C)n1C	114	0.5
69	CC(C)(C)c1cc(C(C)(C)C)c2oc(C(=O)O)cc(=O)c2c1	103	-0.1
70	O=C(c1ccc2c(c1)N(Cc1ccc(F)cc1)C(=O)c1ccccc1S2(=O)=O)N1CCCCCC1	101	-0.6
71	CCn1c(=O)n(CC)c2cc(N3CCCCC3)c(NC(=O)Nc3ccccc3Cl)cc21	107	0.2
72	CCOc1ccc(-c2nnc(SCC(=O)Nc3ccc(C)cc3C)o2)cc1	101	-1.4
73	Cc1ccc(C(=O)c2cn(Cc3ccc(Cl)cc3)c3nc(C)ccc3c2=O)cc1	113	1.9
74	N=C1SC2CS(=O)(=O)CC2N1CCc1ccccc1 (stereo not given)	103	0.3
75	C[N+](C)(CCC#N)Cc1cccc2ccccc12	106	0.4
76	O=C(CN1C(=O)C2CC=CCC2C1=O)N1CCSC1=NCc1ccccc1 (stereo not given)	106	0
77	CCOC(=O)c1ccc(NC(=O)CN(c2ccc(C)cc2)S(=O)(=O)c2ccc(OC)cc2)cc1	106	0.5
78	C=CCN(C(=O)c1ccccc1SCC(=O)NCc1ccco1)c1nc2c(s1)CCCC2	106	0.8
79	Cc1cc(C)n2nc(SCc3ccccc3C(=O)N3CCN(c4ccc(F)cc4)CC3)nc2n1	108	1
80	COc1ccc(C)cc1N(C)C(=O)CCc1nc(-c2ccccc2F)no1	100	-1.3
81	Cn1c2c(c(=O)n(C)c1=O)C(c1cc(Br)ccc1F)CC(=O)N2 (stereo not given)	105	0.2
82	Cc1ccc2cccc(SC(=O)NCC3CCCO3)c2n1 (stereo not given)	100	-0.1
83	CCc1cc2c(SCC(=O)N(C)C3CCS(=O)(=O)C3)ncnc2s1 (stereo not given)	108	0.4
84	CC(C(=O)Nc1ccccc1C#N)N(C)Cc1nc2ccccc2c(=O)[nH]1 (stereo not given)	109	0.7

Three records drawn at random from those above, as already listed:
entry	smiles	Polio RdRp inh	Polio RdRp inh FP z-score
43	CN(C(=O)CSc1nc2ccc(NC(=O)CCc3ccccc3)cc2s1)c1ccccc1	110	0.8
33	CC1CN(c2ccc(NC(=S)NN)cc2)CC(C)O1 (stereo not given)	107	0.7
1	CC(C)c1ccccc1NC(=O)CN1C(=O)c2cccc3cccc1c23	102	-0.3

Next section.
entry	smiles	Polio RdRp inh	Polio RdRp inh FP z-score
85	CN(C)c1nc(Oc2ccc(=O)n(C)n2)nc(N(C)C)n1	106	0.4
86	COC(=O)c1oc2c(c1C)C1(CCC2)SCCS1	99	-0.7
87	O=C1CC2CCCC(CN1)N2CC(=O)NCc1ccco1 (stereo not given)	102	0.2
88	Cc1ccc(-n2c(=O)c3ccc(C(=O)NCc4ccccc4Cl)cc3n(Cc3cccc(F)c3)c2=O)cc1	101	-0.5
89	CN1CCCN(C(=O)c2ccc(Cl)cc2)CC1	100	-0.9
90	O=C(CSc1nncn1-c1ccccc1)NCC(F)(F)F	102	0.1
91	CC(C)c1c(Br)c(=O)oc2c3c4c(cc12)CCCN4CCC3	105	0.3
92	COc1cc2cc(C3CC(c4ccco4)=NN3C(C)=O)c(Cl)nc2cc1OC (stereo not given)	107	0.9
93	COc1ccc(CCN2C(=O)C=CC2=O)cc1	102	0.1
94	COc1cc(OC)c(NC(=O)Nc2sc3nc4n(c(=O)c3c2C)CCC(C)CC4)cc1Cl (stereo not given)	107	0.3
95	COc1ccc(-n2c(C(C)N3CCCCC3)n[nH]c2=S)cc1 (stereo not given)	103	0.2
96	CC(=O)SCC(C)C(=O)Nc1ccccc1 (stereo not given)	98	-0.1
97	CC(=O)Nc1cccc(NC(=O)c2c(-c3ccccc3)c(-c3ccccc3)nn(C)c2=O)c1	101	-1.4
98	O=C1CC(c2ccco2)CC2=C1C(c1ccccc1)C1=C(N2)c2ccccc2C1=O (stereo not given)	103	0.4
99	Cc1ccccc1-n1nc(C)c2c(C(=O)NN)cc(-c3ccncc3)nc21	107	0.7
100	CC(C)(C)NC(=O)CSc1nc(-c2ccc(F)cc2)cc(C(F)(F)F)n1	104	0.1
101	COC(CNC(=O)CN1CCN(Cc2ccc(C)cc2)C1=O)OC	101	0.3
102	COc1cccc(N2CCN(Cc3cc(=O)oc4cc(C)ccc34)CC2)c1	108	-0.2
103	COc1ccc2c(-c3cccnc3)cc(=O)[nH]c2c1	99	-0.1
104	Cc1cccc(OCc2nnc(SCCN3C(=O)c4ccccc4C3=O)o2)c1	99	-0.8
105	Cc1ccccc1NC(=S)N(CCC(C)C)C(C)c1ccncc1 (stereo not given)	103	0.5
106	CCc1c(C)c(C#N)c2nc3ccccc3n2c1NCCC(C)C	101	-0.1
107	CC1CCCN(CC(C)(C)N)C1 (stereo not given)	102	0.1
108	Cc1cccc(-c2nc(SCC(=O)Nc3ccc4c(c3)OCCO4)c(-c3ccccc3)[nH]2)c1	113	0.2

An excerpt from above in order of length of the SMILES, descending:
entry	smiles	Polio RdRp inh	Polio RdRp inh FP z-score
79	Cc1cc(C)n2nc(SCc3ccccc3C(=O)N3CCN(c4ccc(F)cc4)CC3)nc2n1	108	1
41	Cc1ccc(/C=N/N(C)S(=O)(=O)c2ccc(C)cc2)cc1	101	-0.1
105	Cc1ccccc1NC(=S)N(CCC(C)C)C(C)c1ccncc1 (stereo not given)	103	0.5
39	COc1ccc(N2CC(NC(=O)N3CCCC3)CC2=O)cc1 (stereo not given)	102	0.1
54	O=C(Nc1nc2c(s1)CCCC2)c1ccncc1	101	-0.3
107	CC1CCCN(CC(C)(C)N)C1 (stereo not given)	102	0.1

Other results
entry	smiles	Polio RdRp inh	Polio RdRp inh FP z-score
109	CC1(C)C2CC=C(/C=N/NC(=O)NC3CCCCC3)C1C2 (stereo not given)	105	0.3
110	O=C(CC1SCCNC1=O)Nc1ccccc1 (stereo not given)	99	-0.6
111	O=C(NCCN1C(=O)S/C(=C\c2ccc(Cl)cc2)C1=O)c1oc2ccccc2c1CSc1ncn[nH]1	99	0.1
112	CCc1ccccc1NC(=O)CC(c1ccc(F)cc1)N1Cc2ccccc2C1=O (stereo not given)	111	0.7
113	O=C(c1cccs1)c1coc2c1cc(O)c1ccccc12	98	-0.1
114	CCC(=O)c1ccc(OCC(O)CN2CCOCC2)cc1 (stereo not given)	101	0.2
115	Cc1ccc(NC(=O)C2CCCN(c3ncnc4onc(-c5ccc(F)cc5)c34)C2)c(Cl)c1 (stereo not given)	108	0.1

A portion of the library (hit frequency here may not be typical).
